Ecoli tolC: growth inhibitors of E. coli tolC mutant, primary screen, strain BW25113 ΔtolC::kan, 384-well; OD615; growth inhibition, % at 10 µM (by protocol); hit rate 2.2% among 65,000; AID 573, 2007;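 active = growth inhibition at or above a cutoff equal to the mean over every tested compound plus 3 SD, cut at about 60% in these data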;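 note: growth measured after 20 h incubation at 37 °C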
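Test system: tolC-deleted E. coli BW25113 | Medium: LB with kanamycin 50 µg/mL | Compound dosing: Single concentration, 10 µM final per compound | Schedule: 37 °C, 20 h exposure | Measured by: OD at 615 nm | Evaluation: Percent growth inhibition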
CatB mix inh: cathepsin B inhibitors from pooled compounds, primary screen, biochemical, compound mixtures, AMC fluorescence. P07858. Purified cathepsin B, AMC dipeptide fluorescence. inhibition, %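 (ten-compound pools at 5 µM per compound and 50 µM total)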. hit rate 0.06% among 62,000. AID 488, 2006; in the data active = inhibition above about 22%, passing the limit was not always enough; inconclusive = no clear call, values can overlap the other calls;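 note: 0% = enzyme without compound and 100% = no enzyme blank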
DUSP1 inh: MKP-1 phosphatase inhibitors, primary screen, biochemical, in vitro; hit rate 0.15% among 65,000; AID 374, 2006; inhibition, %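 (compounds tested at a single concentration somewhere between 10 and 100 µM)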; recombinant MKP-1, OMFP hydrolysis fluorescence;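 active = inhibition above about 50%, limit read from the data; inconclusive = inhibition over screen mean plus 3 SD, below that limit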;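 note: 0% = DMSO max control wells and 100% = wells with enzyme stopped by NaOH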
E coli RNAP: E. coli RNAP inhibitors, biochemical | DNA-directed RNA polymerase subunit beta (Escherichia coli (strain K12)), P0A8V2 | E. coli RNA polymerase, fluorescence transcription assay | inhibition, %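 (tested at 10 µM)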 | hit rate 0.2% among 62,000 | AID 559, 2006; in the data active = inhibition above about 20%;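 note: 0% = enzyme without compound and 100% = no enzyme blank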
Target sequence (P0A8V2 whole entry, looked up): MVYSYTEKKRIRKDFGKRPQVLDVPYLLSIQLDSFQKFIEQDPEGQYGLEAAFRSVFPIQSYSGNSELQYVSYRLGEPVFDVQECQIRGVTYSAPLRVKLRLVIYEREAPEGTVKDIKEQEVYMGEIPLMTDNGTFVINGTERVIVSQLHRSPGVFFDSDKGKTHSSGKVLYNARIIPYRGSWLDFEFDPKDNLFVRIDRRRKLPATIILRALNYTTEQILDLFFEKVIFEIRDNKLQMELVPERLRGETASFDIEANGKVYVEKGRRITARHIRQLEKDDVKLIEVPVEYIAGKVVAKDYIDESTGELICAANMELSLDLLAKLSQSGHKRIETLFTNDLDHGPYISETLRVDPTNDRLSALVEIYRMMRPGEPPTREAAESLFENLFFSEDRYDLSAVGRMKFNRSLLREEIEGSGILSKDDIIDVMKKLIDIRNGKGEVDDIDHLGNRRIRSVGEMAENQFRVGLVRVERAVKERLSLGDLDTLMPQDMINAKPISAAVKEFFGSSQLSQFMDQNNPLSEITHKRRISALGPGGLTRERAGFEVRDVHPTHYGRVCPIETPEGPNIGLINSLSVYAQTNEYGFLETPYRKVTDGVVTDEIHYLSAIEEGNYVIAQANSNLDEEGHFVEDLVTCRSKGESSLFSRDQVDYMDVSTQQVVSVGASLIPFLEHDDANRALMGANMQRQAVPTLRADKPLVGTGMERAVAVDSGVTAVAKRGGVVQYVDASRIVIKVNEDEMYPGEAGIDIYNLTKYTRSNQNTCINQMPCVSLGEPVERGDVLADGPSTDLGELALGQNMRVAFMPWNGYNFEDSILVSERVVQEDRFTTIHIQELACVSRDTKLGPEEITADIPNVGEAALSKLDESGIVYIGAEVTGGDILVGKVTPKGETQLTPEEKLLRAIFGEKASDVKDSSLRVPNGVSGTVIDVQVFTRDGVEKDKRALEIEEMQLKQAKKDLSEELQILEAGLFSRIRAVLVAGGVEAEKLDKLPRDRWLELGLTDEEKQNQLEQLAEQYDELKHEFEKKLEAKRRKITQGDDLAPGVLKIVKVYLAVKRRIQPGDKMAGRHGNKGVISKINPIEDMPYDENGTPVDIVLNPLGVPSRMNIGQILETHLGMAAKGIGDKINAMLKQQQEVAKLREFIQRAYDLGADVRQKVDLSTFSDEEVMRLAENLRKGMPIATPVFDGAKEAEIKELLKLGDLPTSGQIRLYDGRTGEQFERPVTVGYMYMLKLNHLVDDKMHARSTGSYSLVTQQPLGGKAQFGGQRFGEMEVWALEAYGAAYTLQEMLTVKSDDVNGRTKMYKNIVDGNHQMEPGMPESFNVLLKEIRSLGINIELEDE
D1 allo mod: D1 CRE-luciferase signal change, two-sided – cell-based, HEK293 D1, dopamine EC30, D1 allosteric modulator project, primary screen; dopamine EC30 potentiation; actives deviate in either direction; B-score at 10 µM; hit rate 5.9% among 58,000;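 active = luminescence count or its row- and column-corrected plate score outside the 99.7% band of the plate's sample wells, on either side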
Cdc25B block: inhibitors of Cdc25B phosphatase catalytic domain, primary screen, biochemical, OMFP fluorescence | M-phase inducer phosphatase 2 (Homo sapiens), P30305 | recombinant Cdc25B, OMFP fluorescence Ex485/Em525 | inhibition, %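 (compounds tested at 10 µM final in the well)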 | AID 368, 2006 | hit rate 0.1% among 65,000; in the data active = inhibition above about 50%
Hsp90 inh: tumor Hsp90 inhibitors, primary screen, cell lysate, fluorescence polarization, NCI-N417 lysate. Heat shock protein HSP 90-alpha (Homo sapiens), P07900. hit rate 0.35% among 64,000. Cy3B-geldanamycin FP displacement. inhibition, % at 30 µM;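 active = inhibition above 50%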;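 note: 0% = tracer plus lysate wells and 100% = tracer alone without lysate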
CatB inh: human cathepsin B inhibitors, primary screen, biochemical, fluorogenic substrate; purified cathepsin B, fluorescence; inhibition, %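 (tested at 10 µM)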; hit rate 0.1% among 63,000; in the data active = inhibition above about 21%;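 note: 0% = enzyme with no compound and 100% = no enzyme blank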
AP complement: alternative complement pathway inhibitors, primary screen, biochemical, ELISA, human serum, orthogonally pooled compounds. hit rate 0.08% among 62,000. LPS-coated ELISA, C3 deposition; tested in compound mixtures. inhibition, % at 5 µM;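 active = inhibition above 30% in each of the two pooled mixtures holding the compound, so the lower value exceeds 30%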;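 note: 0% = serum in Mg-EGTA without compound and 100% = EDTA serum blank; some compounds past the cut are filed as inactive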
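Test system: human serum complement alternative pathway, C3 deposition onto LPS / Medium: Mg2+-EGTA GVB++ buffer containing human serum at 1:15 dilution / Probe or stimulus: Plate-bound LPS / Times: 1 h at 37 °C / Signal: ELISA with HRP anti-human C3 antibody, TMB substrate, absorbance 450 nm / Measure: percent inhibition / Repeats: two pool placements per compound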
* hit, by the source's call; ? = inconclusive; · = no result given.

SMILES	Ecoli tolC	CatB mix inh	DUSP1 inh	E coli RNAP	D1 allo mod	Cdc25B block	Hsp90 inh	CatB inh	AP complement
COc1cc(Br)c(S(=O)(=O)Nc2c(C)n(C)n(-c3ccccc3)c2=O)cc1OC	1	-1	-5	10	-0.42	5	-1	5	0
O=C(c1ccc2ccccc2c1)N1CCN(c2ccc(O)cc2)CC1	11	2	13	5	0.34	-7	92*	5	1
CCOC(=O)C(CC)n1cnc2c(nnn2-c2ccc(OC)cc2)c1=O (stereo not drawn)	-6	1	11	5	-0.86	-10	-3	0	3
CC(Oc1ccccc1F)C(=O)NCCN1CCCCC1 (stereo not drawn)	-4	-5	7	6	0.28	-11	-4	-8	-2
N=c1c2c3c(sc2ncn1CCCN1CCOCC1)CCCCC3	-27	36	-2	0	0.74	2	-2	-4	14
CCOC(=O)C1Cn2c(nc3c(c2=O)C(C)(C)Cc2ccccc2-3)S1 (stereo not drawn)	36	0	0	4	1.1	0	0	5	-5
CCOc1cc(NC(=O)c2ccco2)c(OCC)cc1NC(=O)c1cc(OC)c(OC)c(OC)c1	-27	3	19	3	-5*	-7	3	1	5
Nc1ccccc1OCCOCCOc1ccccc1N	-15	4	-15	10	-0.39	3	0	0	6
CCOC(=O)C1CCN(S(=O)(=O)c2cccc(-c3cn4cccc(C)c4n3)c2)CC1	8	-1	25	10	-0.0035	5	-3	5	2
Cc1cc(Oc2ccccc2)nc2ccc(O)cc12	29	-14	9	-1	·	-5	-1	-1	6
Cn1c(N2CCN(C(=O)C34CC5CC(CC(C5)C3)C4)CC2)nc2ccccc21	13	0	13	-1	0.5	-10	-1	2	14
Cc1ccc(N(CC(=O)NCc2ccncc2)S(C)(=O)=O)cc1Cl	-9	3	14	6	-0.32	-27	0	1	14
COc1ccc(CCn2c(C)cc(C(=O)CSc3nnc(N)s3)c2C)cc1	21	3	21	3	-0.72	9	-1	0	9
O=C(Nc1ccc2c(c1)OCO2)C(c1ccc(Cl)cc1)N1CCN(C(=O)c2ccco2)CC1 (stereo not drawn)	39	9	29	11	-0.086	20	-1	2	3
O=C(CSc1nccn1-c1ccccc1)NCc1ccc2c(c1)OCO2	-6	5	3	1	0.57	16	1	1	17
Cc1ccc(S(=O)(=O)NCCC(=O)N2CCCCC2)cc1	-4	1	-4	5	0.023	-16	·	4	8
Cc1cc2cc(OCC(=O)O)ccc2n1C	-8	5	6	4	·	-6	-2	8	-19
Nc1c(C(=O)NCCN2CCOCC2)c2nc3ccccc3nc2n1CCc1ccccc1F	25	4	?	-11	0.18	-11	-1	-10	-4
CCOc1c(Br)ccc2c1sc1nc[nH]c(=O)c12	25	1	-29	3	-0.25	5	5	3	-7
O=C(O)c1ccccc1S(=O)(=O)NCC(O)COc1ccc(Br)cc1 (stereo not drawn)	-3	-12	3	-6	-0.03	-6	-2	0	12
Cn1c(=O)c2c(nc(SCC(=O)N3CCCc4ccccc43)n2C)n(C)c1=O	-1	3	-3	-1	-0.5	3	0	3	7
CC1(C)CC(=O)C2=C(C1)NC(=O)CC2C(=O)NCc1ccc(F)cc1 (stereo not drawn)	-22	-14	-6	5	0.017	-3	-2	2	14
Cc1ccc(N2C(=O)[C@@H]3[C@H](C2=O)C2c4ccccc4C=CN2[C@@H]3C(=O)c2ccco2)c(C)c1 (stereo partly drawn)	12	5	36	9	-0.94	4	-17	7	8
COC(=O)c1ccc2c(c1)N(C)CCS2	-12	1	4	2	-0.2	-51	-1	0	0
C=CCn1c(=N)c(C(=O)NCCCOC)cc2c(=O)n3cccc(C)c3nc21	-3	-7	3	-8	0.93	-8	-3	-12	18
The list continues:
SMILES	Ecoli tolC	CatB mix inh	DUSP1 inh	E coli RNAP	D1 allo mod	Cdc25B block	Hsp90 inh	CatB inh	AP complement
CCOC(=O)c1cc2c(ccn2C)n1CC(=O)N1CCN(c2ccc(F)cc2)CC1	5	1	11	0	-0.73	-7	-3	1	-2
CC(=O)c1cccc(NC(=O)N2CCCC2C(=O)Nc2ccccc2C)c1 (stereo not drawn)	-4	3	4	10	0.14	-10	0	2	17
CCOC(=O)C1CCCN(C(=O)c2cn(CC)c3ccc(S(=O)(=O)N4CCCC4)cc3c2=O)C1 (stereo not drawn)	-12	0	12	-1	·	-11	-4	-1	13
COCCCNC(=O)CS(=O)(=O)Cc1nc(-c2ccccc2C)oc1C	-7	-4	-4	-2	-0.52	-8	-3	-5	16
COc1ccc(N(C2CSC2)S(=O)(=O)c2ccccc2)cc1	64*	0	-11	3	-0.78	-15	-2	-1	5
Cn1cccc1Cc1nnc(SCC(=O)Nc2ccc(F)cc2)n1-c1ccc(F)cc1	16	-10	3	5	-0.017	-3	-2	1	8
CN(C)S(=O)(=O)c1cccc(C(=O)N2CCc3ccccc32)c1	-1	3	-2	1	·	-13	-18	4	9
CC(=O)c1cc(-c2nc3ccccc3n2C)n(C)c1	-10	3	6	10	0.35	-10	-3	1	0
Cc1noc(C)c1CSc1ccccc1C(=O)N1CCN(c2ccccc2)CC1	12	-8	-2	-5	-0.17	0	-1	2	9
COC(=O)C1=C(C)N(Cc2cccnc2)C(=O)C1	-10	3	-3	10	·	-2	-4	1	8
O=C(O)[C@@H](c1ccccc1)N1Cc2ccccc2C1=O	-7	6	9	5	-0.19	-2	-2	0	15
Cc1ccc(OC(C)C(=O)N2CCc3ccccc32)cc1 (stereo not drawn)	-10	5	-11	11	0.064	0	-19	4	5
COc1ccc(Nc2nc(C)c3ccccc3n2)cc1	24	3	-2	2	0.3	-10	3	-7	-5
Cn1c(=O)n(CC(N)=O)c2ccccc21	-22	3	7	7	-0.013	5	4	-1	11
C=CCOC(=O)C1=C(C)NC(=O)NC1c1cn(-c2ccccc2)nc1-c1cccs1 (stereo not drawn)	60	4	25	-13	2.1	6	-6	0	6
O=C(O)c1ccc(C2CCCCC2)cn1	-3	·	-17	3	·	3	7	2	·
COC(=O)Cn1c2ccc(OC)cc2c2nc3ccccc3nc21	4	5	-9	-20	0.62	4	1	1	-6
S=c1sc2c(N3CCOCC3)ncnc2n1-c1ccccc1	-2	2	-1	5	0.75	-11	-2	1	0
COc1ccc(C2=NOC(C(=O)N3CCCCCC3)C2)cc1OC (stereo not drawn)	-8	4	9	3	0.42	8	-2	0	5
CN(CCCNC(=O)c1cn(C)c2ccc(S(=O)(=O)N(C)C)cc2c1=O)c1ccccc1	6	7	6	3	0.98	-20	0	-1	7
COC(=O)c1ccc(CSc2nc(C(F)(F)F)c3c(c2C#N)CCC3)o1	56	4	8	9	-1.3	-12	-11	4	5
CC(=O)c1cccc(NC(=O)C2CCCC2)c1	-5	4	-3	8	0.3	-12	·	-5	8
CN(C)CCNC(=O)C12CC3(C)CC(C)(CC(C)(C3)C1)C2	14	7	-24	5	·	-31	-3	7	5
O=C(Nc1ccc2c(c1)OCO2)C1CCN(S(=O)(=O)c2ccc3c(c2)OCCO3)CC1	-3	5	-4	4	0.091	-10	2	11	-18
CCN1CCCC1CNC(=O)C1CCN(Cc2nc(-c3cccc(Br)c3)oc2C)CC1 (stereo not drawn)	-5	6	6	3	0.24	-13	-1	-1	16
The results go on.
SMILES	Ecoli tolC	CatB mix inh	DUSP1 inh	E coli RNAP	D1 allo mod	Cdc25B block	Hsp90 inh	CatB inh	AP complement
CCCCOC(=O)C1=C(C)Nc2ncnn2C1c1cc(OC)ccc1OC (stereo not drawn)	9	4	9	0	0.13	-17	2	2	20
CN=c1scc(C)n1/N=C/c1ccc(O)cc1O	23	3	-4	3	-3.1	-4	40	-4	-3
COc1ccc(S(=O)(=O)N2CCCC(C(=O)NC3CCCCC3)C2)cc1 (stereo not drawn)	9	-1	-12	5	0.017	-10	-3	1	1
O=C(CN(Cc1ccc(F)cc1)C(=O)Cn1nnc2ccccc21)NCC1CCCO1 (stereo not drawn)	-10	0	8	1	-0.00074	-8	-2	-3	9
Cc1ccc(-c2c3c([nH]c(=S)c2C#N)CCCC3)o1	8	6	18	2	2.8	1	-5	12	-13
COc1ccc(C(C)(C)C)cc1NC(=O)Nc1ccc2c(c1)OCO2	65*	4	6	8	-1.1	6	3	1	-1

Fetched by structure from above, four records:
SMILES	Ecoli tolC	CatB mix inh	DUSP1 inh	E coli RNAP	D1 allo mod	Cdc25B block	Hsp90 inh	CatB inh	AP complement
COc1ccc(C(C)(C)C)cc1NC(=O)Nc1ccc2c(c1)OCO2	65*	4	6	8	-1.1	6	3	1	-1
O=C(CN(Cc1ccc(F)cc1)C(=O)Cn1nnc2ccccc21)NCC1CCCO1 (stereo not drawn)	-10	0	8	1	-0.00074	-8	-2	-3	9
COc1ccc(S(=O)(=O)N2CCCC(C(=O)NC3CCCCC3)C2)cc1 (stereo not drawn)	9	-1	-12	5	0.017	-10	-3	1	1
CN=c1scc(C)n1/N=C/c1ccc(O)cc1O	23	3	-4	3	-3.1	-4	40	-4	-3

Reformatted as a markdown table: two of the compounds above
| mol | Ecoli tolC | CatB mix inh | DUSP1 inh | E coli RNAP | D1 allo mod | Cdc25B block | Hsp90 inh | CatB inh | AP complement |
| --- | --- | --- | --- | --- | --- | --- | --- | --- | --- |
| COc1ccc(S(=O)(=O)N2CCCC(C(=O)NC3CCCCC3)C2)cc1 (stereo not drawn) | 9 | -1 | -12 | 5 | 0.017 | -10 | -3 | 1 | 1 |
| COc1ccc(C(C)(C)C)cc1NC(=O)Nc1ccc2c(c1)OCO2 | 65* | 4 | 6 | 8 | -1.1 | 6 | 3 | 1 | -1 |

Grouped by structure, the compounds so far with a cyano group (two)
SMILES	Ecoli tolC	CatB mix inh	DUSP1 inh	E coli RNAP	D1 allo mod	Cdc25B block	Hsp90 inh	CatB inh	AP complement
COC(=O)c1ccc(CSc2nc(C(F)(F)F)c3c(c2C#N)CCC3)o1	56	4	8	9	-1.3	-12	-11	4	5
Cc1ccc(-c2c3c([nH]c(=S)c2C#N)CCCC3)o1	8	6	18	2	2.8	1	-5	12	-13

High-throughput results from PubChem.
